From PubChem
USP2a block: USP2a (human) protease inhibition. O75604. Potency, µM (highest dose often 38.3 µM), inactives show at the highest dose activity change, negative = inhibition, most hits filed as inhibitors. 330,000 tested, 0.01% active. USP2 core, Ub-CHOP2 coupled fluorogenic reporter, 485/531;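 further: potency means the concentration at half of the fitted maximal effect; plate controls were DMSO wells for no effect and full inhibition by NEM control for full effect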
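Cell-free coupled assay: 10nM USP2 core preincubated 30min RT with compound in Tris-HCl pH 8.0/CaCl2/CHAPS buffer, then 25nM Ub-CHOP2 and 25nM reporter substrate; fluorescence (Ex 485/Em 531) read after 60min RT, normalized to NEM inhibition, concentration-response curves fitted.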
uPA surface inh: blocks generation of uPA at the cell surface | cell surface uPA generation assay, qHTS | Potency, µM (series often up to 38.3 µM), without a hit: at the highest dose activity change, negative = inhibition, usual class: inhibitors | 330,000 tested, 0.31% active | AID 540303; active means well fitted inhibition curve with a large enough effect; inconclusive means small, poorly fitted or top-dose-only effect; inactive means no such curve, though single readings can be large or run the other way; tested in mouse RAW 264.7 cells; further: potency means the concentration at half of the fitted maximal effect; on the % scale 0 is the no-effect control and ±100 the full control effect; nearly all actives have a fitted effect of over 55% in size
BCR signal inh: inhibitors of chronic active B-cell receptor signaling | ABC-DLBCL IkBa-CBG/CBR reporter, luminescence ratio, 4 h | Potency, µM (doses to about 46.1 µM), for the others: top-dose ratio change, negative = lower green/red ratio, usual class: inhibitors | 340,000 tested, 0.05% active | AID 493014; active means well fitted inhibition curve with a large enough effect in the signal ratio, with a control signal flat, not every such curve was filed as active; inconclusive means small, poorly fitted or top-dose-only effect, or effect the other way, or a change in a side signal; the % refers to the signal ratio;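 further: potency means the concentration at half of the fitted maximal effect; plate controls were basal doxycycline-induced cells for no effect and cells given 10 µM MG132 for full effect; MG132 reads +100%, hits lower the ratio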
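Doxycycline induced both beetle luciferases in TMD8 lymphoma cells; IKK-driven degradation limits the IkappaBalpha-fused green signal, while red luminescence normalises for cell number and nonspecific effects. Compounds tested up to 46 uM, 4 hrs.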
Tb PFK inh: blocks T. brucei phosphofructokinase | Potency, µM (doses to about 57.5 µM), without a hit: at the top dose activity, negative = inhibition, most hits filed as inhibitors | 330,000 tested, 0.17% active | T. brucei PFK, ADP-Glo luminescence | O15648;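 further: potency means the concentration at half of the fitted maximal effect; 0% = uninhibited 1x PFK enzyme wells and -100% = no-enzyme wells; nearly all actives have a fitted effect of over 60% in size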
Target sequence (O15648 whole entry, looked up): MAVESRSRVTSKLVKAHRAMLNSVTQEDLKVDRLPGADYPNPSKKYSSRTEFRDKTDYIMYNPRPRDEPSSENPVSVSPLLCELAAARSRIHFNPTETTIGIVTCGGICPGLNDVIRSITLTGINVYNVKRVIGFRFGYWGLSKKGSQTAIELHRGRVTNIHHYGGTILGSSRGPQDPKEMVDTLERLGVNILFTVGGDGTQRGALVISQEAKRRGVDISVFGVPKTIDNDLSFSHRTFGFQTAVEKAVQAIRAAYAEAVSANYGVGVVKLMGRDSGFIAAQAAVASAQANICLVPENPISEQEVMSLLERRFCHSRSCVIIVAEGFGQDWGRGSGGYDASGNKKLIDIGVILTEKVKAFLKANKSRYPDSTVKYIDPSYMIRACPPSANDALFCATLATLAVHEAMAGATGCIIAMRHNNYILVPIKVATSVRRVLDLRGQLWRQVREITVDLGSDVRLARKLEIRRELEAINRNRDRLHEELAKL
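ADP-Glo luminescence quantified ADP after 45 min at room temperature, with 1.25 nM T. brucei PFK, 0.1 mM ATP and 0.5 mM fructose-6-phosphate in pH 8.0 TEA buffer. qHTS titrations up to 57 µM; curves classified by quality.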
B2AR arrestin: recruits beta-arrestin to the human beta2-adrenergic receptor. beta-arrestin recruitment to beta2AR, cell-based reporter. Potency, µM (titrated, usually from 46.1 µM), inactives show top-dose activation, usual class: activators. 330,000 tested, 0.02% active. P07550;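 further: potency means the concentration at half of the fitted maximal effect; 0% = DMSO controls and full agonism = EC100 isoproterenol or metaproterenol; nearly all actives have a fitted effect of over 65% in size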
TCR act: activators of T cell receptors; primary human leukocytes, anti-CD3, IL-2 HTRF, 48 h; Potency, µM (titrated, usually from 9.22 µM), inactives show top-dose activation of IL-2 secretion, usual class: activators; 330,000 tested, under 10 active; further: % of control where 0% means no effect
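IL-2 produced over 48 hr by a-CD3 bead-stimulated primary human leukocytes exposed to compounds was detected with a homogeneous time-resolved FRET immunoassay, 665nm acceptor signal after 320nm excitation.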
TSHR antag: human thyrotropin receptor antagonism | P16473 | TSHR-expressing cells, TSH-stimulated cAMP HTRF, 2 h; active compounds read low | activity change, negative = inhibition, % at 11.5 µM | AID 504810 | 330,000 tested, 0.2% active;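 active means activity change below a set negative limit, meaning inhibition stronger than a set level, cut at about -70% in these data; inconclusive means activity change between two set negative limits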; further: on the % scale 0 is the no-effect control and ±100 the full control effect
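TSHR-expressing cells, 200/well, pre-treated with compound, then stimulated with EC80 TSH (4nM final) for 2 hours at 37 deg C. cAMP measured by competitive HTRF: anti-cAMP cryptate antibody in lysis buffer plus cAMP-d2, read after 30 minutes at room temperature.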
TSG101-PTAP inh: blocks PTAP/TSG101 interaction to inhibit HIV-1 budding. Q99816. Fluorescence polarization, FITC-PTAP peptide / Tsg101 binding. 340,000 tested, under 10 active. AID 493005. Potency, µM (doses to about 115 µM), inactives show at the top dose activity change, negative = inhibition, actives largely listed as inhibitors; active means well fitted inhibition curve with a large enough effect in the main read-out, with a control signal flat, not every such curve was filed as active; inconclusive means small, poorly fitted or top-dose-only effect, or effect the other way, or a change in a side signal; inactive means no such curve, though single readings can be large or run the other way; further: potency means the concentration at half of the fitted maximal effect; % of control where 0% means no effect
Target sequence (Q99816 whole entry, looked up): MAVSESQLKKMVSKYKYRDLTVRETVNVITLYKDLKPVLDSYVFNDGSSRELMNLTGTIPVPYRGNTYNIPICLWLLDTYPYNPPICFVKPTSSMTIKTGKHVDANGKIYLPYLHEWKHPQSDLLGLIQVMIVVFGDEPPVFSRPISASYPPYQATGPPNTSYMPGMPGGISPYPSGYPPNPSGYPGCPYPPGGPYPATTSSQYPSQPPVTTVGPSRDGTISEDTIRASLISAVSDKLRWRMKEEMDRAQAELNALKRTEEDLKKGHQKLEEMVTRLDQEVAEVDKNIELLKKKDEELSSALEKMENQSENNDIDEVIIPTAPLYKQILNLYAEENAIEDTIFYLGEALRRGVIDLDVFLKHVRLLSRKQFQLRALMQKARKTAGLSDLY
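Tsg101 binding domain (10 uM final) was mixed with compound and a FITC-labeled PTAP peptide (50 nM final) in HEPES pH 7.5 buffer with NaCl, Tween 20, EDTA and TCEP; fluorescence polarization was read after 20 min at r.t.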
Mito fusion act: blocks mitochondrial division or promotes mitochondrial fusion | S. cerevisiae fusion-defective mutant growth rescue, CellTiterGlo 48 h | Potency, µM (top dose mostly 46.1 µM), for inactives: top-dose growth rescue (activation), hits mostly activators | 320,000 tested, 0.23% active | AID 485298;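 further: potency means the concentration at half of the fitted maximal effect; % of control where 0% means no effect; nearly all actives have a fitted effect of over 45% in size; temperature-sensitive fusion mutants such as fzo1-1 at 37 °C on non-fermentable ethanol glycerol medium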
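Temperature-sensitive fusion-defective S. cerevisiae (e.g. fzo1-1, mgm1-5) were grown with compound in YPEG medium (3% ethanol, 3% glycerol) for 48 hours at 37C. Growth rescue was measured as viability by CellTiterGlo luminescence after 10 minutes at ambient.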
ELG1 DNA repair: blocks ELG1-dependent DNA repair in HEK293T cells; HEK293T ELG1-luciferase reporter, luminescence, 16 h; DNA damage induced by 5-fluorouridine; Potency, µM (titrated, usually from 46.1 µM), without a hit: top-dose activity change, negative = inhibition, actives largely listed as inhibitors; 330,000 tested, 2.3% active; further: potency means the concentration at half of the fitted maximal effect; on the % scale 0 is the no-effect control and ±100 the full control effect; nearly all actives have a fitted effect of over 55% in size
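HEK293T cells expressing luciferase-tagged ELG1 (2,000/well) received 5-Fluorouridine plus compound or DMSO for 16 hr at 37 °C. Luciferase was read by ONE-Glo luminescence after 30 min at room temperature.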
Eya2 inh: inhibitors of human Eya2 phosphatase activity; recombinant Eya2, OMFP fluorescence dephosphorylation (OMFP is methylfluorescein phosphate); Potency, µM (doses to about 76.9 µM), for inactives: at the top dose activity, negative = inhibition, hits mostly inhibitors; 330,000 tested, 0.006% active; AID 488837; O00167; further: potency means the concentration at half of the fitted maximal effect; on the % scale 0 is the no-effect control and ±100 the full control effect
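Eya2 (0.2 uM) preincubated 10 min at ambient with compound, then OMFP substrate added at 50 uM; 10 min reaction in 50 mM HEPES pH 7.5, 50 mM NaCl, 5 uM MgCl2, 0.05% BSA, 1 mM DTT. Fluorescence read at Ex 485/Em 525 nm.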
The depositor's hits bear a star; ? = inconclusive; . = no result given; [ ] = remark or other dose. Unless noted, the call rests on the fitted dose curve; in most records, active means well fitted curve in the direction sought with a large enough effect; inconclusive means small, poorly fitted or top-dose-only effect, or another doubt; inactive means no such curve, though single readings can be large; an effect the other way counts as inactive or inconclusive.

SMILES	USP2a block	uPA surface inh	BCR signal inh	Tb PFK inh	B2AR arrestin	TCR act	TSHR antag	TSG101-PTAP inh	Mito fusion act	ELG1 DNA repair	Eya2 inh
CCOC(=O)c1cnc(-n2nc(C)cc2C)nc1N1CCOCC1	0.1%	4.8%	-10.2%	1.2%	-1.0%	-6.0%	8.7	-2.9%	-6.2%	-1.6%	4.4%
NC(=O)c1ccc(N=C2C(=O)Nc3ccc([N+](=O)[O-])cc32)cc1	1.8%	-8.1%	?	-7.4%	0.0%	-1.8%	2.5	-0.4%	-1.4%	3.0%	14.9%
CS/C(=N\S(=O)(=O)c1ccc(Cl)cc1)c1ccccc1	0.4%	-5.5%	9.4%	-0.1%	-0.2%	.	2.4	-9.0%	-0.7%	0.3%	7.4%
COc1ccccc1NC(=S)N1CC(C)OC(C)C1 (configuration not stated)	1.4%	15.6%	-1.6%	-2.4%	-0.2%	-3.3%	4.5	-6.3%	1.4%	-5.1%	0.0%
O=C(c1ccc(C(F)(F)F)cc1)N1CCC(=O)N(C(COCc2ccc(C(F)(F)F)cc2)Cc2ccccc2)CC1 (configuration not stated)	-4.0%	-9.9%	?	0.1%	-0.2%	8.5%	-11.0	-5.5%	-1.1%	?	-9.9%
CCN(CC)C(=O)c1c(-c2ccccc2)oc2ccc(O)cc12	-6.3%	1.5%	0.2%	-1.9%	0.0%	-4.3%	66.8	-1.2%	1.3%	-9.9%	-2.5%
CCCCc1cc(=O)oc2cc(C)cc(OCC(=O)Nc3ccccn3)c12	1.8%	?	?	1.0%	-0.8%	-6.9%	1.8	0.9%	-3.1%	?	-4.9%
O=C(Cc1cccs1)Nc1nc2c(s1)CCCC2	-4.5%	.	8.8%	?	0.2%	1.1%	-4.3	-0.9%	14.8%	?	6.1%
CCOC(=O)c1c(NC(=O)CSc2nnc(C)s2)sc2c1CCC(C)C2 (configuration not stated)	-2.7%	3.2%	0.1%	0.1%	0.0%	-2.3%[46.1 µM]	11.6	-7.6%	9.6%	-25.7%	-7.3%
COc1ccc(C(=O)N/N=C/c2ccc(OC)c(OS(=O)(=O)c3ccccc3)c2)cc1	-6.8%	-3.2%	?	2.6%	-0.8%	1.5%[46.1 µM]	-4.2	-0.9%	-0.6%	?	-5.8%
O=C(CCCOc1ccc(Cl)cc1)N1CCOCC1	3.0%	6.6%	?	-8.4%	-0.4%	-51.8%	-4.2	-2.0%	-0.2%	?	21.5%
CCCC1=NN(C(=O)Cc2ccc(OC)c(OC)c2)C(O)(C(F)(F)F)C1 (configuration not stated)	1.6%	4.8%	0.3%	0.1%	0.1%	-9.4%	0.7	-3.8%	1.7%	-9.2%	6.9%
Cc1ccc(CNCC(=O)Nc2ccc(N3CCOCC3)cc2)cc1	-1.5%	-4.9%	-1.6%	-8.2%	-0.4%	3.5%	-0.9	-1.8%	-1.5%	2.1%	20.8%
Cc1ccc(C(=O)CSc2cc(C)[nH]c(=O)n2)cc1	-1.7%	?	-1.3%	1.3%	0.1%	2.3%	2.7	0.1%	1.8%	?	2.1%
CCOC(=O)C1(Cc2ccccc2)CCN(Cc2cccn2-c2nccs2)CC1	2.8%	-3.2%	5.0%	2.3%	-0.3%	-4.3%	-8.2	-3.2%	1.4%	-11.4%	-2.1%
Cc1ccc(NC(=O)C2CCCN(C(=O)c3ccc(Cl)cc3)C2)cc1C (configuration not stated)	-11.1%	-1.6%	?	-4.9%	0.5%	-9.7%	-7.0	-4.2%	6.3%	1.9%	-2.4%
CCN1CC=C2C(C#N)=C(N)C(C#N)(C#N)C(CCc3ccccc3)C2C1 (configuration not stated)	?	-2.2%	?	-2.1%	0.2%	1.4%	-10.7	?	2.6%	-19.6%	18.3%
CCN1CCCC1CNC(=O)C(NC(=O)C1CCC(C)CC1)C(C)C (configuration not stated)	-1.1%	0.0%	0.1%	7.2%	-0.5%	5.5%	15.2	-2.2%	2.2%	28.8%	5.8%
Cc1ccc(CSCCNC(=O)c2ccccc2)cc1	2.0%	4.3%	-0.4%	-6.6%	-0.4%	0.7%[46.1 µM]	-1.6	0.6%	-0.6%	-5.9%	-3.1%
CC(OC(=O)c1ccc(S(=O)(=O)N(C)C)cc1)C(=O)Nc1ccc(Cl)cn1 (configuration not stated)	0.8%	1.3%	0.2%	3.1%	-1.0%	5.1%	0.5	-12.4%	2.5%	9.1%	2.2%
COc1ccc(N2C(=O)C3CCCN3C2c2cccc(C)c2)cc1 (configuration not stated)	3.7%	11.3%	?	0.1%	-0.1%	-0.2%	-3.2	1.2%	0.3%	0.6%	9.5%
CCC1=Nc2cc(C(=O)NCCN3CCOCC3)ccc2Sc2ccccc21	1.9%	1.1%	-11.6%	-2.7%	-0.3%	1.1%	2.0	-3.1%	1.4%	5.1%	-1.0%
O=C(NC1CCN(Cc2ccccc2)CC1)c1c(Cl)cccc1Cl	2.8%	1.5%	-0.1%	-3.0%	0.0%	-5.3%	4.0	-2.7%	8.9%	1.4%	5.0%
CCOc1ccc(/C(O)=C2/C(=O)C(=O)N(c3ccccn3)C2c2ccc(C)cc2)c(C)c1 (configuration not stated)	1.1%	0.3%	7.6%	3.6%	-1.0%	3.0%	-6.4	-10.8%	-12.4%	-27.5%	-7.8%
Cc1ccccc1-c1nnn(CC(=O)NCc2ccc3c(c2)OCO3)n1	4.7%	2.1%	?	3.5%	-0.2%	1.0%	-10.2	-2.8%	1.3%	-1.9%	10.6%
COc1ccc(C)cc1NC(=O)C(OC(=O)C1=NNC(=O)CC1)c1ccccc1 (configuration not stated)	3.8%	-5.5%	-0.2%	0.7%	-0.3%	.	-7.6	-7.4%	.	4.7%	5.5%
Cc1ccc(C(=O)NC(C)c2ccc(S(N)(=O)=O)cc2)s1 (configuration not stated)	-3.7%	1.5%	-11.4%	0.3%	-0.2%	-2.8%	8.4	0.6%	6.9%	-0.4%	1.4%
O=C(CCN1C(=O)c2ccccc2C1=O)Nc1ccc(-c2nc3ccccc3s2)cc1	2.3%	0.0%	?	-3.1%	0.1%	-0.7%[46.1 µM]	7.2	-1.7%	0.4%	?	-17.2%
Cc1ccc(CC(=O)Nc2nccs2)cc1	0.5%	15.4%	7.4%	-1.0%	-0.7%	5.5%	-1.8	-0.9%	-0.7%	19.7%	7.2%
C/C=C\C=C\C(=O)N1CC2(CC(c3cccc(NC(=O)/C(C)=C\C)c3)=NO2)C[C@H]1C(N)=O (some centres not stated)	-13.1%	17.2%	-5.8%	?	-0.4%	-2.7%	21.4	-1.7%	5.7%	?	12.5%

Next part
SMILES	USP2a block	uPA surface inh	BCR signal inh	Tb PFK inh	B2AR arrestin	TCR act	TSHR antag	TSG101-PTAP inh	Mito fusion act	ELG1 DNA repair	Eya2 inh
O=C(c1nnc(Cc2ccc(Cl)cc2)o1)N1CCc2ccccc2C1	0.6%	10.4%	1.8%	-4.9%	-2.0%	-0.9%	-1.4	-3.6%	5.8%	20.8%	2.3%
CCOC(=O)CNC(=O)c1cn(CC(C)C)c(=O)c2cc(OC)c(OC)cc12	0.7%	-3.5%	-2.0%	-3.8%	0.2%	1.2%[46.1 µM]	-4.8	-9.0%	9.4%	-16.0%	-11.6%
COc1ccc(/C=C2/Sc3ccc(C(=O)NCCCN4CCOCC4)cc3NC2=O)cc1OC	2.4%	-3.6%	?	0.9%	-0.1%	4.8%	36.8	2.7%	6.9%	16.1%	-2.5%
CCN(C(=O)COC(=O)c1[nH]c(=O)[nH]c(=O)c1N)c1ccccc1	1.8%	7.1%	4.2%	-3.9%	0.0%	-5.3%	-9.5	-0.2%	-1.5%	-0.7%	5.1%
COc1ccccc1CNC(=O)COC(=O)[C@H](Cc1c[nH]c2ccccc12)NC(=O)c1cccs1	1.7%	-8.4%	?	-5.1%	-0.5%	-1.6%[46.1 µM]	-18.7	-1.7%	-2.9%	11.7%	7.0%

Compounds as they come; 3% or so of the library scored in one or more.
